Assay outcomes from PubChem BioAssay.
Dynein cargo inh: dynein cargo transport inhibition; 3617.4 mouse cells, GR-EGFP nuclear translocation imaging; test concentration mostly 20 µM; stimulated with dexamethasone, 1 µM; active compounds read low; AID 1381; z-score, hits read low; 0.47% of 220,000 active;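 active means plate z-score of nuclear minus cytoplasmic receptor signal below a set negative limit, without overly bright fluorescence or cell loss, cut at about -3.5 in these data, passing the limit was not always enough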;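 further: z-score of nuclear minus cytoplasmic ring GR-EGFP intensity difference per well; some compounds called inactive have numbers as strong as hits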
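Buffer or medium – tet-free medium with charcoal-stripped serum · Signal – automated 10x imaging of fixed Hoechst-stained cells · Also added – dexamethasone agonist, 1.0 µM final, for 30 min · Incubation – induction 48 h, compound 1 h, agonist 30 min · Read-out – GR-EGFP nuclear translocation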
CSM14.1 death rescue: protection against thapsigargin-triggered cell killing – 384-well, CSM14.1, ATP luminescence, primary screen (AID 1222); CSM14.1 thapsigargin-induced death rescue, ATP luminescence; higher % means a stronger effect; one-dose cellular ATP content (survival), % at 20 µM; EC50 in µM for titrated hits; 190,000 tested, under 10 active;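 active means EC50 below 50 µM in the dose-response confirmation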;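 further: death triggered by thapsigargin at about 15 µM added after 2 h compound pretreatment; cell ATP read after overnight thapsigargin exposure of roughly 18 to 22 hours; normalized against plate controls of thapsigargin alone and 5% DMSO vehicle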
Ins promoter up: MIN6 insulin promoter up-regulation. MIN6 insulin promoter-GFP reporter, high-content imaging; active compounds read high. 0.3% of 190,000 active. z-score at 5 µM. AID 1625;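 active means z-score above 3 at 5 µM with at least 500 cells counted in the well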
Autophagy HCS: modulators of autophagy; MEF GFP-LC3 puncta imaging; test concentration mostly 10 µM; 0.98% of 190,000 active; calls only at 10 µM (by protocol); AID 463193;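 active means percentage of spot-positive cells more than 3 SD above its plate mean, without a fluorescence outlier flag or 80% toxicity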;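 further: spot-positive cell cutoff set from DMSO-treated cells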
WT yeast gro inh: growth inhibition of WT yeast, mitochondrial fusion screen; mitochondrial fusion phenotypic screen, WT strain; 2.1% of 190,000 active; AID 1362; inhibition, % at 10 µM; in the data active means inhibition above about 58%; tested in S. cerevisiae
MT stabilizer: microtubule stabilization, imaging screen. % tubulin-high responders, % at 10 µM. HeLa tubulin immunostaining HCS, 24 h; share of cells brighter than vehicle mean+2SD. 0.83% of 200,000 active. AID 2205;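 active means plate Z-score above 3 for both tubulin-high and condensed-nucleus cell shares, with cell loss under 80%, at 10 µM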;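 further: anti alpha tubulin signal scored within the nucleus-defined area of each cell; some results filed as inactive read as strong as hits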
bCat nuc transl: beta-catenin nuclear translocation modulation | HeLa beta-catenin nuclear translocation, immunofluorescence imaging | nuclear translocation activity, % at 5 µM | 0.3% of 190,000 active | AID 1665;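 active means nuclear translocation activity above 50% at 5 µM, with a well cell count of 50 or more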;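 further: per-cell ratio of nuclear to cytoplasmic median beta-catenin stain intensity; plate controls were DMSO negative control for no effect and GSK-3 inhibitor IX positive control for full effect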
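assay system = human HeLa cells, endogenous beta-catenin | times = compound treatment 24 h, 37°C, 5% CO2 | detection = Anti-beta-catenin immunofluorescence on PFA-fixed, Triton-permeabilized cells, DAPI nuclei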
XIAP displacement: small molecules displacing peptide from XIAP – biochemical, IAP family, fluorescence polarization (AID 1018); XIAP BIR domain, fluorescence polarization peptide displacement; higher % means a stronger effect; one-dose displacement, % at 20 µM; IC50 in µM for titrated hits; 0.007% of 200,000 active; in the data active means displacement above about 50%; further: a part of the inactive calls stands beside numbers as strong as those of hits
Lipid droplet: modulators of hepatic lipid droplet formation; AML12 mouse hepatocytes, oleate lipid droplets, BODIPY imaging; inhibition, % at 6.5 µM; 0.4% of 240,000 active;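 active means lipid droplet intensity inhibited by at least 50%, with more than 500 cells counted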
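Test system: AML12 mouse liver cells; schedule: overnight exposure; technique: high-content imaging of BODIPY-stained droplets and DAPI nuclei; read-out: % inhibition of corrected integrated BODIPY droplet signal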
WT yeast gro inh mutant strain: further read-out of WT yeast gro inh, marked with its call; inhibition, %; mitochondrial fusion phenotypic screen, mutant strain inhibition
Dynein cargo inh cytoplasmic EGFP: recorded beside Dynein cargo inh, whose call it bears; z-score; measured here: cytoplasmic GR-EGFP intensity; active compounds read high
Dynein cargo inh nuclear GR-EGFP: recorded beside Dynein cargo inh, whose call it bears; z-score; measured here: nuclear GR-EGFP intensity;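 lower value marks the stronger effect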
Dynein cargo inh cell count: further read-out of Dynein cargo inh, marked with its call; z-score; measured here: cell count per field
Ins promoter up cell count: second read-out of Ins promoter up, no call of its own (marks repeat the call); cell count; measured here: cytotoxicity, nuclei count;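 total cells summed across four imaged fields per well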
Lipid droplet cells 6.5 µM: also measured in Lipid droplet; calls as there; cell count; measured here: cell count, cytotoxicity flag;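 cells counted across two imaged fields per well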
bCat nuc transl cell count 5 µM: also measured in bCat nuc transl; calls as there; cell count; measured here: cell count, cytotoxicity flag
MT stabilizer Hoechst-high %: further read-out of MT stabilizer, marked with its call; % Hoechst-high responders; measured here: nuclear condensation Hoechst responders;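 share of cells brighter than vehicle mean plus two SD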
MT stabilizer cytotoxicity %: recorded beside MT stabilizer, whose call it bears; toxicity, %; measured here: cytotoxicity by cell density;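 0% = mean cell density of plate MIN control wells and 100% = no cells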
Autophagy HCS cell loss 18 h: recorded beside Autophagy HCS, whose call it bears; toxicity, %; measured here: cell loss, nuclei count;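 cell loss after 18 h compound exposure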
* marks the source's active call; other numbers are inactive results; i = inactive; nt = not tested or not shown.

SMILES	Dynein cargo inh	Dynein cargo inh cytoplasmic EGFP	Dynein cargo inh nuclear GR-EGFP	Dynein cargo inh cell count	CSM14.1 death rescue	Ins promoter up	Ins promoter up cell count	Autophagy HCS	Autophagy HCS cell loss 18 h	WT yeast gro inh	WT yeast gro inh mutant strain	MT stabilizer	MT stabilizer Hoechst-high %	MT stabilizer cytotoxicity %	bCat nuc transl	bCat nuc transl cell count 5 µM	XIAP displacement	Lipid droplet	Lipid droplet cells 6.5 µM
O=C1CC(=O)N(Cc2ccco2)C(=O)N1	-0.95	-0.13	-0.31	0.43	-2.3%	0.77	1967	i	-11	-1	3	3.9	3.9	6.4	-3.2	1216	-3.5%	17	672
CCCC(=O)NCc1ccc2c(c1)cc(C)n2C	-0.82	-0.22	-0.35	3.5	-0.9%	0.63	1678	i	-2	8	-3	4.3	2.8	6.2	-0.8	1387	-3.2%	nt	nt
CC(=O)Nc1ccc(C(=O)OC2CCCCC2=O)cc1 (stereo not drawn)	-1	-0.44	-0.42	0.58	-0.5%	-1.9	885	i	-10	12	12	1.5	1.3	4.2	nt	nt	-1.0%	18	758
CCOC(=O)c1ccccc1NC1c2ccccc2C(=O)N1c1ccc(C)cn1 (stereo not drawn)	1.4	-0.16	0.78	-0.46	nt	nt	nt	i	-9	27	4	5.0	2.8	10	-5.5	1183	-5.6%	23	739
O=C(CN1CCN(CC(=O)Nc2ccccc2C(F)(F)F)CC1)Nc1ccccc1F	-0.69	-0.36	-0.54	0.98	-2.4%	0.63	1733	i	11	13	17	4.6	3.4	5.7	-0.4	1083	-11%	2	641
Cc1cc([N+](=O)[O-])cc([N+](=O)[O-])c1NCC(C)C	-0.28	-0.16	-0.21	-0.013	-0.2%	-0.55	1523	i	-2	-10	-4	3.5	3.4	2.0	-0.3	952	0.1%	-5	676
O=C(CN1C(=O)CSCC1=O)NCc1ccc(F)cc1	-0.25	-0.25	-0.072	0.67	0.1%	0.26	1516	i	4	-11	24	3.1	2.0	3.1	-2.2	1137	-98%	4	584
COc1ccc(C)cc1S(=O)(=O)N(CC(=O)O)c1ccc(F)cc1	0.53	-0.24	0.18	0.19	5.0%	1.7	1256	i	-2	21	22	4.3	2.8	3.0	-5.6	1214	-6.7%	5	849
O=C(C(c1ccccc1)c1ccccc1)N1CCN(CCN2C(=O)c3cccc4cccc(c34)C2=O)CC1	-0.48	-0.2	-0.22	1.5	4.6%	0.06	1575	i	3	46	6	2.9	1.6	0.3	-2.8	1120	-8.3%	-22	570
O=C(CSc1nnc(Nc2ccccc2F)s1)Nc1cccc(S(=O)(=O)N2CCCCC2)c1	-0.43	-0.3	-0.46	0.53	2.5%	0.28	1187	i	-3	1	7	4.6	2.7	2.8	0.8	866	-4.1%	-1	566
O=C(CSc1ccc(Cl)cc1)NC(=O)NCc1ccco1	0.38	0.056	0.38	-0.66	0.6%	-0.59	1345	i	2	-12	-17	2.9	1.8	7.7	-0.1	1123	-4.1%	9	690
CCOC(=O)c1oc2ccc(Cl)cc2c1NC(C)=O	1.6	-0.36	0.86	1.1	nt	-0.99	1289	i	-35	-1	-2	2.7	1.1	0.2	1.9	1081	-4.3%	0	646
CN(C(=O)COC(=O)c1ccc([N+](=O)[O-])cc1N)c1ccccc1	1.9	6.3	1.7	-0.37	-1.9%	0.17	1293	i	-1	-9	5	4.8	1.4	8.5	1.1	1031	-3.1%	9	691
O=C(/C=C/c1ccccc1Cl)Nc1ccccc1	-0.13	-0.2	-0.36	0.38	nt	0.3	1135	nt	nt	nt	nt	nt	nt	nt	0.5	1268	nt	19	760
Nc1ccc(OCc2ccccc2)cc1	-0.44	-0.22	-0.13	0.3	-2.2%	0.36	1111	i	-4	0	1	1.4	3.9	8.0	-0.6	1049	-9.8%	-1	713

Quoted at random: two entries already listed.
SMILES	Dynein cargo inh	Dynein cargo inh cytoplasmic EGFP	Dynein cargo inh nuclear GR-EGFP	Dynein cargo inh cell count	CSM14.1 death rescue	Ins promoter up	Ins promoter up cell count	Autophagy HCS	Autophagy HCS cell loss 18 h	WT yeast gro inh	WT yeast gro inh mutant strain	MT stabilizer	MT stabilizer Hoechst-high %	MT stabilizer cytotoxicity %	bCat nuc transl	bCat nuc transl cell count 5 µM	XIAP displacement	Lipid droplet	Lipid droplet cells 6.5 µM
O=C(CN1CCN(CC(=O)Nc2ccccc2C(F)(F)F)CC1)Nc1ccccc1F	-0.69	-0.36	-0.54	0.98	-2.4%	0.63	1733	i	11	13	17	4.6	3.4	5.7	-0.4	1083	-11%	2	641
Nc1ccc(OCc2ccccc2)cc1	-0.44	-0.22	-0.13	0.3	-2.2%	0.36	1111	i	-4	0	1	1.4	3.9	8.0	-0.6	1049	-9.8%	-1	713

The results go on:
SMILES	Dynein cargo inh	Dynein cargo inh cytoplasmic EGFP	Dynein cargo inh nuclear GR-EGFP	Dynein cargo inh cell count	CSM14.1 death rescue	Ins promoter up	Ins promoter up cell count	Autophagy HCS	Autophagy HCS cell loss 18 h	WT yeast gro inh	WT yeast gro inh mutant strain	MT stabilizer	MT stabilizer Hoechst-high %	MT stabilizer cytotoxicity %	bCat nuc transl	bCat nuc transl cell count 5 µM	XIAP displacement	Lipid droplet	Lipid droplet cells 6.5 µM
O=C(NCc1cccc(F)c1)c1ccc(N2C(=O)Cn3c(cc4sccc43)C2=O)cc1	-1.1	-0.31	-1.1	1.2	6.0%	0.27	1223	i	-9	5	6	3.3	2.6	8.9	nt	nt	-3.6%	-4	469
COc1ccc(CNC(=O)CN2C(=O)C(C)N(c3ccc(C)cc3)C2=O)cc1 (stereo not drawn)	-0.21	-0.022	0.1	0.5	-0.5%	-0.31	849	i	27	11	2	1.9	1.2	8.9	nt	nt	-3.9%	19	784
CC(C)=CC(=O)OCC(=O)Nc1ncc(Cl)c(C)c1Cl	-0.0066	-0.17	0.84	0.014	-1.5%	-0.03	1548	i	-3	13	13	2.1	1.5	5.0	-2.5	1305	1.2%	nt	nt
CN(C)c1cc(-c2ccc(Cl)c(Cl)c2)oc(=O)c1Cl	-0.24	-0.2	0.3	-0.25	nt	0.04	1064	nt	nt	nt	nt	nt	nt	nt	0.6	1355	nt	4	696
CCCCC(=O)Nc1ccc(Cl)cn1	-0.8	-0.2	-0.36	0.42	-0.1%	-0.41	1070	i	8	25	-3	5.6	3.0	3.6	-2.7	951	5.4%	nt	nt
Cc1nc2c(c(=O)n1Cc1ccco1)c1nc3ccccc3nc1n2Cc1ccccc1	nt	nt	nt	nt	-2.1%	-1.6	1261	nt	nt	nt	nt	nt	nt	nt	-0.5	1129	-30%	10	794
CCSc1nnc2nc3[nH]c4c(C)cccc4c3nn12	-0.3	0.95	0.14	0.58	-0.2%	nt	nt	i	9	0	7	5.1	1.9	1.6	-1.5	516	-25%	0	674
[O-][n+]1cccc2ncc3cscc3c21	-0.35	-0.29	-0.4	0.37	-1.3%	0.15	1273	i	-2	0	-10	4.0	3.7	4.1	-0.1	526	-15%	-2	701
COc1ccc(S(=O)(=O)N2CCC(C(=O)NC3CC3)CC2)cc1Cl	0.68	-0.28	0.32	0.84	5.9%	-1.3	1169	i	11	-23	3	2.7	1.3	5.8	0.8	1142	-6.5%	-2	781
Cc1c(Cl)cccc1NC(=S)N=Nc1c(O)n(CN2CCOCC2)c2ccccc12	2.6	-0.14	2.1	-1.3	2.3%	-1.4	759	i	-41	62	77	3.4	1.3	1.1	3.8	461	-18%	-2	761
O=C1c2ccsc2SCCN1Cc1ccc(Cl)cc1	0.1	-0.26	-0.069	0.71	-0.5%	-0.45	1363	i	6	-12	16	6.2	1.3	6.0	-3.6	961	-0.8%	nt	nt
COC(=O)c1ccc(NC(=O)Cc2ccc(F)cc2)cc1	-0.18	-0.26	0.44	0.37	-0.3%	-0.72	1643	i	10	0	1	5.8	1.9	3.8	-3.9	1087	-4.5%	-9	664
CC(O)c1nc2ccccc2n1CC(=O)N1CCN(c2ccccc2)CC1 (stereo not drawn)	-0.61	-0.22	-0.56	1.2	-0.2%	0.27	1450	i	21	-2	-11	2.4	3.6	8.9	-2.9	1110	-3.5%	23	704
COC(=O)C(Cc1ccc(O)cc1)NC(=O)c1ccccc1 (stereo not drawn)	-0.7	0.038	0.0035	0.47	-2.2%	-0.26	648	i	0	-9	-1	1.5	0.7	3.2	-5.5	1184	-1.3%	1	708
O=C(COc1ccccc1F)Nc1cc(S(=O)(=O)N2CCOCC2)ccc1N1CCOCC1	-0.95	0.052	-0.79	-0.23	-1.5%	nt	nt	i	-4	-6	5	3.7	2.6	7.2	-5.6	1129	-5.4%	3	666
Cn1c(=O)n(C/C=C/c2ccccc2)c(=O)c2c1nc1n2CCCN1Cc1ccccc1	-0.55	-0.19	-0.025	0.42	-1.3%	-1.4	1110	i	-8	0	12	5.9	1.7	2.0	-1.5	1186	-3.4%	nt	nt
C=CCOc1ccc(Br)cc1CNCC	0.19	-0.35	0.31	0.45	-1.7%	-0.68	1564	i	-8	-12	-26	1.6	1.0	4.8	-4.1	1096	-4.0%	-3	709
COc1ccccc1-c1nnc(NC(=O)C(C)C)s1	-0.29	-0.21	0.13	0.83	nt	0.36	1308	i	6	7	-8	2.5	1.6	9.6	-0.7	891	1.0%	nt	nt
Cc1ccc(S(=O)(=O)NCC(c2cccnc2)N(C)C)cc1 (stereo not drawn)	-0.77	-0.26	-0.47	0.42	-5.3%	0.83	1133	i	-1	4	22	2.6	1.5	5.0	3.7	1199	1.0%	11	817
COc1ccc(N2CCN(C(=O)CN(Cc3ccc(Cl)cc3)S(C)(=O)=O)CC2)cc1	-0.48	-0.14	-0.29	0.56	-0.8%	-0.87	834	i	2	1	10	3.0	1.8	8.4	nt	nt	-5.3%	0	794
COc1ccc(NC(=S)NCc2ccc(S(N)(=O)=O)cc2)c(OC)c1	1	-0.17	0.82	-1.4	0.9%	0.21	1518	i	24	7	19	3.6	1.4	4.2	-0.5	1214	-13%	5	728
